Calb biofilm kill: clotrimazole potentiators killing Candida biofilms, primary screen, with clotrimazole, Alamar Blue. AID 834, 2007. C. albicans biofilm + clotrimazole. 85,000 tested, 0.14% active. inhibition, % at 6 µM;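 active = inhibition above 20%; inactive = inhibition below 20%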;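 note: preformed 24 hr biofilms exposed to compound for 48 hr; 0% = biofilm without compound and 100% = blank killed by clotrimazole plus chlorhexidine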
Smad3 FoxH1 inh: Smad3/FoxH1 peptide binding inhibitors, primary screen, biochemical, TR-FRET | TR-FRET Smad3/Dy647-FoxH1 peptide binding, europium anti-His | inhibition, % at 25 µM | AID 630, 2007 | Mothers against decapentaplegic homolog 3 (Homo sapiens), P84022 | 88,000 tested, 0.29% active;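 active = compounds that reduce the energy-transfer binding signal between the protein and its labelled peptide by more than half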;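 note: 0% = Smad3 plus labelled peptide maximal FRET and 100% = peptide-only background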
Target sequence (P84022 whole entry, looked up): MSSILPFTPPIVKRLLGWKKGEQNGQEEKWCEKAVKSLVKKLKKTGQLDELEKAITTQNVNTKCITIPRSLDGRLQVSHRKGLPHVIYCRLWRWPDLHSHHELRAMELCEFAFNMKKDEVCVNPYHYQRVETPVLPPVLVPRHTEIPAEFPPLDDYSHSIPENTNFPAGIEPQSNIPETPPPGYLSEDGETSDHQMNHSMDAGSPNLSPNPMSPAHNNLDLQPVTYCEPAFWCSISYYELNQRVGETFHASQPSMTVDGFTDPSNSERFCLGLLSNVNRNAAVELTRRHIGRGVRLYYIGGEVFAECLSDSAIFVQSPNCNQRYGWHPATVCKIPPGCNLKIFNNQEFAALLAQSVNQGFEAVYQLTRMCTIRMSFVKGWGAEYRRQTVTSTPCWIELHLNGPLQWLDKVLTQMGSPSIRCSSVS
ERb SRC1 inh: inhibitors of ERβ-SRC1 coactivator interaction, primary screen, biochemical, TR-FRET, ERβ LBD, SRC-1 peptide | Estrogen receptor beta (Homo sapiens), Q92731 | TR-FRET ER-beta LBD / SRC1-Cy5 peptide binding; receptor agonist-loaded with 1 µM estradiol | inhibition, % at 25.6 µM | 86,000 tested, 1.3% active | AID 633, 2007;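 active = compounds whose percent inhibition of the receptor-coactivator binding signal exceeds about 50% in the single-dose screen, limit read from the data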;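 note: 0% = receptor plus peptide wells without compound and 100% = peptide-only wells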
Target sequence (Q92731 whole entry, looked up, the tested form may be a part): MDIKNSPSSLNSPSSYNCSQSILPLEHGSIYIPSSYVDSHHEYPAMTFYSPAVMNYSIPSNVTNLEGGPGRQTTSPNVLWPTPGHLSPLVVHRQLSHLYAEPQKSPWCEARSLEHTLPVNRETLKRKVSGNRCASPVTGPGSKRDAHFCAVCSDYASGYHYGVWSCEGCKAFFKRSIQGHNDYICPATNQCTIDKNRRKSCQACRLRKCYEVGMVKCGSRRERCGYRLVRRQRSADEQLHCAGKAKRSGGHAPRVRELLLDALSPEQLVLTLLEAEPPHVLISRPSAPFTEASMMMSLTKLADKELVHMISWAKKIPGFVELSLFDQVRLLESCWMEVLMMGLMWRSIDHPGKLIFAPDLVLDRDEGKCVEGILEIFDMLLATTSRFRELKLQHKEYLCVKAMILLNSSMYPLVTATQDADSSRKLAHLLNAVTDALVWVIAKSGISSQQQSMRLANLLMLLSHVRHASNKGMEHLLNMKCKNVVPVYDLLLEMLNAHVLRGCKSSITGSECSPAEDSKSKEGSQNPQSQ
* hit, by the source's call; [ ] = remark or other dose. Only part of the results is shown; count on the stated rates, not on these rows.

Second line of a record – Calb biofilm kill	Smad3 FoxH1 inh	ERb SRC1 inh
#1 CC(=O)C1=C(O)C(=O)N(CCC(=O)O)C1c1cccc(F)c1 (centres undefined)
    5	2	1[fluorescence artefact?]
#2 CCc1nnc(NC(=O)Cn2nnc(-c3ccccc3F)n2)s1
    6	15	0
#3 COc1ccccc1N1CCN(C(=O)c2cc(-c3cccs3)on2)CC1
    4	5	2
#4 COc1ccc(NC(=O)C2CCN(S(=O)(=O)c3cccc4cccnc34)CC2)cc1OC
    7	3	-5
#5 CCOC(=O)N1CCN(C(=O)CSc2nnc(Cc3ccccc3)o2)CC1
    4	14	-13
#6 O=C(C1CCC1)N1CCc2cc(S(=O)(=O)N3CCN(c4ccccn4)CC3)ccc21
    2	7	3[fluorescence artefact?]
#7 CC(C)(C)C1CCc2onc(C(=O)N3CCOCC3)c2C1 (centres undefined)
    -1	1	1[fluorescence artefact?]
#8 CCOC(=O)N1CCN(c2cc(NCCC(=O)O)c3c4c(onc24)-c2ccccc2C3=O)CC1
    8	-8[fluorescence artefact?]	65*[fluorescence artefact?]
#9 O=C(CCCN1C(=O)CSc2ncccc21)N1CCN(c2cccc(C(F)(F)F)c2)CC1
    2	-7	-7[fluorescence artefact?]
#10 O=C(Cn1cnc2c(nnn2Cc2ccccc2)c1=O)c1ccccc1
    4	-6	-6
#11 O=C(Nc1nc(-c2cccs2)cs1)c1ccc(Cl)s1
    -1	6	3
#12 CCOC(=O)CCc1c(C)n(CC)c2ncnn2c1=O
    -1	-10	16
#13 c1ccc2c(c1)nc(N1CCOCC1)c1nnnn12
    2	-12[fluorescence artefact?]	-4
#14 CCOC(=O)c1c(C)[nH]c(C(=O)COC(=O)CCC(=O)c2ccc3c(c2)OCCO3)c1C
    4	-11	-8[fluorescence artefact?]
#15 Cc1nn2c3c(cnc2c1-c1ccc(Cl)cc1)C(=O)CC(c1ccco1)C3 (centres undefined)
    3	17[fluorescence artefact?]	13[fluorescence artefact?]

Some of the entries above, reformatted.
8) CCOC(=O)N1CCN(c2cc(NCCC(=O)O)c3c4c(onc24)-c2ccccc2C3=O)CC1
- Calb biofilm kill = 8
- Smad3 FoxH1 inh = -8[fluorescence artefact?]
- ERb SRC1 inh = 65*[fluorescence artefact?]

9) O=C(CCCN1C(=O)CSc2ncccc21)N1CCN(c2cccc(C(F)(F)F)c2)CC1
- Calb biofilm kill = 2
- Smad3 FoxH1 inh = -7
- ERb SRC1 inh = -7[fluorescence artefact?]

Continuation.
Second line of a record – Calb biofilm kill	Smad3 FoxH1 inh	ERb SRC1 inh
#16 Cc1nn(Cc2ccc(Cl)c(Cl)c2)c(C)c1NC(=O)c1noc2c1CCCCC2
    4	2	-1
#17 O=C(C1CC1)N1CCc2cc(Br)cc(S(=O)(=O)NCc3ccc4c(c3)OCO4)c21
    -3	4	-6
#18 COc1ccc(NC(=O)c2ccc(S(=O)(=O)N(C)C)cc2)cc1OC
    10	-3	2
#19 CCCc1[nH]nc2c1C(c1cn[nH]c1-c1ccc(F)cc1)C(C#N)=C(N)O2 (centres undefined)
    0	7	-6[fluorescence artefact?]
#20 Cc1nnc(NC(=O)CSc2nnc(Cc3cccn3C)n2-c2cccc(C)c2C)s1
    8	-3	-4
#21 Cc1ccc(-n2nnc3ccccc3c2=O)cc1C
    6	-3	-1[fluorescence artefact?]
#22 CCC(C)(C(=O)NC1CCCC1)N(C(=O)CNC(C)=O)c1ccc(C)cc1 (centres undefined)
    7	0	-5[fluorescence artefact?]
#23 Cc1onc(-c2ccccc2)c1C(=O)NC(C)C
    10	11	14
#24 CCOc1ccc(C(=O)Nc2ccc(S(=O)(=O)N3CCOCC3)cc2)cc1OCC
    4	3	-10
#25 CCOC(=O)c1c(C)c(C(=O)N2CCCCCC2)c(C)n1CC
    2	-4	-3
#26 Cc1cc(Nc2cc(F)ccc2C)n2nc(C)nc2n1
    4	14	-12
#27 Cc1ccc(C(=O)CSC2=C(C#N)C(c3ccco3)C3=C(CCCC3=O)N2)cc1 (centres undefined)
    7	5	15
#28 Cc1ccc(NC(=O)CN2CCCCCC2)c(Br)c1
    10	-1[fluorescence artefact?]	5
#29 Cn1cc(NC(=O)c2cc(NC(=O)c3cc(NC=O)cn3C)cn2C)cc1C(=O)NCCC(=N)N
    -5	14	71*
#30 COC(=O)c1ccc(Cn2cnc3ccccc3c2=O)cc1
    3	8	-4

Next compounds.
Second line of a record – Calb biofilm kill	Smad3 FoxH1 inh	ERb SRC1 inh
#31 Cn1cnnc1SCC(=O)N1c2ccccc2-c2c(ssc2=S)C1(C)C
    10	-7	2[fluorescence artefact?]
#32 C=CCSc1nnc(-c2c[nH]c3ccccc23)n1CC
    -2	-9	-1
#33 CCCCCCN1CC(O)=C(c2nc3ccccc3[nH]2)C1=N
    5	2	46[fluorescence artefact?]
#34 O=C1c2oc3ccc(Br)cc3c(=O)c2C(c2cccnc2)N1Cc1ccco1 (centres undefined)
    4	4	7
#35 CCCNc1nc2c(c(=O)[nH]c(=O)n2C)n1Cc1cccc(Br)c1
    6	11	-2
#36 Cc1nnc2ccc(N3CCC(C(N)=O)(N4CCCCC4)CC3)nn12
    2	3	2
#37 COC(=O)c1[nH]c2cc(OC)ccc2c1NC(=O)CN1CCC(C(N)=O)CC1
    0	-4	0
#38 O=C1CC(c2ccsc2)c2cc3c(cc2N1)OCCO3 (centres undefined)
    -1	5[fluorescence artefact?]	-7[fluorescence artefact?]
#39 O=S(=O)(NCC(c1cccnc1)N1CCN(c2ccc(F)cc2)CC1)c1cccs1 (centres undefined)
    1	2	-3
#40 COc1ccc(-c2cc(NCc3ccccn3)n3ncnc3n2)cc1
    7	3	-4
#41 CCC(=O)Nc1sc(C(=O)OC)c(C)c1C(=O)OC
    7	16	3
#42 CCOC(=O)CCc1c(C)nc2cc(-c3ccc(Cl)cc3)[nH]n2c1=O
    6	5[fluorescence artefact?]	10[fluorescence artefact?]
#43 O=C(O)CCC(=O)c1cccc2ccccc12
    10	-5	-4
#44 CCOc1ccc(OCC)c(NC(=O)C2C3C=CC(O3)C2C(=O)NCc2ccco2)c1 (centres undefined)
    9	4	5
#45 Cc1nc2sc(C(c3cccs3)N3CCN(c4cccc(Cl)c4)CC3)c(O)n2n1 (centres undefined)
    9	-12	10[fluorescence artefact?]

Remaining list, next part:
cpd | smiles | Calb biofilm kill | Smad3 FoxH1 inh | ERb SRC1 inh
46 | COc1ccc(-c2nnc3n2N=C(c2cccc(Br)c2)CS3)cc1OC | 8 | 20 | 49[fluorescence artefact?]
47 | Cc1cc(OCC(=O)Nc2ccc3c(c2)OCCO3)ccc1Cl | -6 | -7 | -4
48 | CC(=O)c1ccc(NC(=O)CCNS(=O)(=O)c2cccc3nonc23)cc1 | -7 | -18 | 11[fluorescence artefact?]
49 | CCOCCCNC(=O)Cn1nc(-c2ccccc2)ccc1=O | 0 | -20 | 12[fluorescence artefact?]
50 | CC(=O)[C@@]1(O)CC[C@H]2[C@@H]3CCC4=CC(=O)CC[C@]4(C)[C@H]3[C@@H](O)C[C@@]21C | 7 | -4 | -6
51 | C=CCn1c(C)nc2c(c1=O)c1nc3ccccc3nc1n2-c1ccc(C)cc1 | 6 | 9 | 2
52 | c1ccn2c(CNc3ncnc4sccc34)nnc2c1 | 2 | 7 | 3
53 | N#CC1=C(c2ccccc2)N=P(N2CCOCC2)(N2CCOCC2)N=C1N1CCOCC1 | 1 | 11 | -1
54 | CCOC(=O)N1CCN(C(=O)CSc2nnc(COc3ccc(Cl)cc3)o2)CC1 | -1 | 6 | -7[fluorescence artefact?]
55 | O=C(CCc1ccccc1)NCc1ccccn1 | 5 | -12 | -11[fluorescence artefact?]
56 | COc1cc(C(=O)Nc2c(C)cc(C)cc2C)c(-n2cnnn2)cc1OC | 5 | 11[fluorescence artefact?] | -4[fluorescence artefact?]
57 | CC1Cc2nc(SCC(=O)OCc3ccccc3)n(C)c(=O)c2S1 (centres undefined) | 2 | 6 | -8
58 | C=CCN(CC=C)c1nc2ccccc2nc1C(C#N)C(=O)OC(C)C (centres undefined) | -4 | -3 | 1
59 | COC(=O)C(C)Sc1nc2c(c(=O)n(C)c(=O)n2C)n1CCC(C)C (centres undefined) | 6 | -4 | 5[fluorescence artefact?]
60 | Cc1cccc(N(C(=O)CCC(=O)Nc2cc(C)on2)C(C(=O)NC2CCCC2)c2ccncc2)c1 (centres undefined) | 0 | 5[fluorescence artefact?] | -1

Continuation:
cpd | smiles | Calb biofilm kill | Smad3 FoxH1 inh | ERb SRC1 inh
61 | COc1ccc(Nc2cc(C)nc3nc(C)nn23)c(OC)c1 | 14 | 3 | -5
62 | Cc1ccc2nc(-c3cccc(-c4nc5ccc(C)cc5o4)n3)oc2c1 | -3 | -8 | 12
63 | O=C(O)CCCC(=O)N1CCN(C(c2ccccc2)c2ccccc2)CC1 | -1 | 0 | 4[fluorescence artefact?]
64 | CC(C)C1CC(O)(C2(O)CCCCC2)ON1 (centres undefined) | 5 | -2 | -6
65 | O=C(CSc1n[nH]c(-c2ccccc2Br)n1)NC(=O)NCc1ccco1 | 4 | 6 | 13
66 | COc1ccc(-c2cc3ccccc3n2CC(O)CN2CCOCC2)cc1 (centres undefined) | 7 | 11 | -1
67 | COc1ccccc1-c1nnc(SCCN2CCOCC2)n1-c1ccc(C)cc1 | 4 | 8 | -7
68 | COC(=O)c1c(NC(=O)c2nn(C)cc2Cl)sc2c1CCCC2 | -4 | 12 | -10
69 | CC(C)C(=O)N(Cc1cc(=O)[nH]c2ccccc12)c1ccccc1 | 4 | 7 | 9
70 | CCCCC(=O)Nc1nnc(SCC(=O)N2CCN(c3ccccc3OC)CC2)s1 | -4 | -2 | -7
71 | CC(=O)Oc1ccc(N2C(=O)C3C(C2=O)C2(C)C=CC3(C)O2)cc1 (centres undefined) | 9 | 3 | -14
72 | CC1(C)CC(=O)C2=C(C1)N(c1ccc(F)cc1)C(=O)CC2c1cccnc1 (centres undefined) | 12 | 0 | 8
73 | O=C(NC1CCCCC1)Nn1c(-c2ccccc2)nc2ccccc2c1=O | 3 | 2 | 2[fluorescence artefact?]
74 | O=c1oc2ccccc2c(O)c1/C=N/c1ccccn1 | 7 | 3 | 0
75 | O=C(Nc1cccc(Cl)c1)N1CCN(C/C=C/c2ccccc2)CC1 | 7 | 2 | 8

Next records follow.
cpd | smiles | Calb biofilm kill | Smad3 FoxH1 inh | ERb SRC1 inh
76 | COC(=O)c1c(NC(=O)Cc2cccs2)sc(C)c1C | -2 | -2 | -2
77 | Cc1ccc2c(c1)c(-c1ccccc1)nc1nncn12 | 10 | -13 | 25[fluorescence artefact?]
78 | CCOc1ccc(CCNC(=O)c2nnc(Cc3ccc(F)cc3)o2)cc1OCC | 2 | 3 | -4
79 | CCOc1cc2[nH]c(=O)n(CCCCCC(=O)NCc3ccc4c(c3)OCO4)c(=O)c2cc1OCC | 6 | 1 | -1
80 | CCn1c(=O)cc(OCC(=O)Nc2ccc(Cl)cn2)c2ccccc21 | 1 | 6[fluorescence artefact?] | 18[fluorescence artefact?]
81 | CCCCN(CCCNc1ncnc2nc[nH]c12)c1ccccc1 | 10 | -24 | 8[fluorescence artefact?]
82 | CCOc1ccc2[nH]c(C)c(CN(C)C)c(=O)c2c1 | 3 | 10 | -2
83 | CC(C)(C)Nc1ncnc2c1cnn2-c1ccccc1 | 2 | -5 | -7
84 | CCc1ccc(NC(=O)c2cc(CC(C)C)on2)cc1 | 19 | -4 | 3
85 | COc1ccc(OC)c(C2C=C(c3ccc(C)c(C)c3)Nc3nnnn32)c1 (centres undefined) | 9 | 7 | 6
86 | Cn1c(CCN2CCCCC2)nc2cc(NS(=O)(=O)c3ccc(Cl)cc3)ccc21 | 3 | 11 | 9
87 | O=S(=O)(c1cccc2nsnc12)N1CCN(C/C=C/c2ccccc2)CC1 | -1 | 0 | -14
88 | CC(C)Cc1nc2oc3c(N4CCN(CCO)CC4)ncnc3c2c2c1CCCC2 | 6 | -2 | 7[fluorescence artefact?]
89 | CC(=O)OCC[N+](C)(C)C | 11 | -15 | 16
90 | O=C(O)c1cc(-c2cccs2)nc2cc3c(cc12)OCCO3 | 10 | -6 | 0

Remaining list, next part:
cpd | smiles | Calb biofilm kill | Smad3 FoxH1 inh | ERb SRC1 inh
91 | COc1ccc(-c2nc(C#N)c(N3CCOCC3)o2)cc1OC | 7 | 0 | 1
92 | Cc1cc(NC(=O)c2ccc3c(c2)OCCO3)no1 | 8 | 3[fluorescence artefact?] | 48
93 | O=C(Nc1nc(-c2ccc(Cl)s2)cs1)c1cccs1 | 11 | 16 | 6
94 | CC(=O)Nc1sc(NC(=O)c2ccccc2)nc1-c1cccs1 | 6 | -5 | 4
95 | CCOc1ccc2nc(NC(NC(=O)CC)(C(=O)OC)C(F)(F)F)sc2c1 (centres undefined) | 4 | 28 | -3
96 | Cc1cc(S(=O)(=O)N2CCN(c3ncccn3)CC2)ccc1-n1cnnn1 | 2 | -3 | -20
97 | COc1ccc(NC(=O)c2sc(SC)nc2N)cc1 | 10 | -2 | -1
98 | CCOCCCNC(=O)Cc1cc(=O)[nH]c(=O)[nH]1 | 10 | 5 | -5[fluorescence artefact?]
99 | Cc1ccc(CCN2C(=O)CCC2(C)C(=O)NC2CCCC2)cc1 (centres undefined) | 3 | -5 | -13
100 | CN(C1CCCCC1)S(=O)(=O)Cc1ccccc1 | 12 | 11 | 0
101 | CC(=O)Oc1cc2c(C(=O)NCc3ccncc3)c(C)oc2c2ccccc12 | 2 | 0 | 0

Values by screen from the list.
Nos. 95 to 100 in ERb SRC1 inh: -3, -20, -1, -5[fluorescence artefact?], -13, 0
Nos. 95 to 100 in Calb biofilm kill: 4, 2, 10, 10, 3, 12

Bioassay records as filed in PubChem.
